procasp7 counter = procaspase-7 activators, primary screen, counter-screen for procaspase-3 activator project, biochemical, absorbance, HTS, human. recombinant procaspase-7, Ac-DEVD-pNA absorbance 405 nm; D23A/D198A/D206A triple mutant, cannot self-cleave; scale: DMSO 0, 5 µM enzyme 100. actives 0.093% (n = 330,000). activation, % at 8.5 µM. Caspase-7 (Homo sapiens), P55210;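 active means percent activation above the screen-wide mean plus 3 SD, cut at about 25% in these data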
Target sequence (P55210 whole entry D23A/D198A/D206A): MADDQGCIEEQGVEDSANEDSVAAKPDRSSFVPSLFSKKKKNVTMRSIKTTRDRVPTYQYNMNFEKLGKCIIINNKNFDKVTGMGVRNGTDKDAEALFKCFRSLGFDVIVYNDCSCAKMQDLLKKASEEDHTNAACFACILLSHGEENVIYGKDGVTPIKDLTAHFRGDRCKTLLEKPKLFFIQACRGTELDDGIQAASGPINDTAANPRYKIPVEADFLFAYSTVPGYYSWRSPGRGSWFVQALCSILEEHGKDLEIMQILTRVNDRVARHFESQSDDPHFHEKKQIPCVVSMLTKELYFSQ
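signal = Epi-absorbance of released pNA at 405 nm, two timepoints | assay system = Uncleavable procaspase-7 mutant enzyme | reagent = Ac-DEVD-pNA substrate, 400 µM as added | times = 1 h enzyme–compound preincubation and 2 h substrate reaction, both 25 °C | benchmarks = low DMSO alone, high DMSO plus 5 µM PC-7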
HCV core dimer = inhibitors of HCV core protein dimerization, primary screen, biochemical, TR-FRET, high-throughput; actives 0.33% (n = 300,000); inhibition, % at 5 µM; TR-FRET GST/Flag-core106 dimerization, 1536-well; AID 1899, 2009;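 active means inhibition above the mean of all tested compounds plus 3 SD, set per screening campaign, cut at about 45% in these data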
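Material: GST/Flag-tagged HCV core106 proteins. Incubation: 4 h, 22.5 °C incubation. Read-out basis: inhibition (%) from 671 over 617 nm ratio. Measured by: TR-FRET, excitation 340 nm, emission 617 and 671 nm.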
PP1 counter = PP1-alpha phosphatase inhibitors, primary screen, counter-screen for PP5 inhibitor project, biochemical, fluorescence, OMFP substrate, single point; Serine/threonine-protein phosphatase PP1-alpha catalytic subunit (Homo sapiens), P62136; purified PP1alpha; inhibition, % at 6.7 µM; actives 0.9% (n = 320,000); AID 2235, 2010;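 active means inhibition above the mean inhibition of all tested compounds plus 3 SD, computed separately for each screening campaign, cut at about 15% in these data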
Target sequence (P62136 whole entry, looked up): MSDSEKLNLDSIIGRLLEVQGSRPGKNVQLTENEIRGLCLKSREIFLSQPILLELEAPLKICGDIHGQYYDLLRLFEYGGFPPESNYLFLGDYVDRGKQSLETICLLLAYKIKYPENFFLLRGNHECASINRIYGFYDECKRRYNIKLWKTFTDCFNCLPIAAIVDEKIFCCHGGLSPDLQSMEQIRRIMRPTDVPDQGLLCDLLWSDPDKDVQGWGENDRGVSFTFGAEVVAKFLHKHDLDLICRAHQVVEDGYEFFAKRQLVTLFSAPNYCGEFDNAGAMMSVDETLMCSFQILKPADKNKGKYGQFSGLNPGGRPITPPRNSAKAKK
PP5 primary = PP5 phosphatase inhibitors, primary screen, biochemical, fluorescence; Serine/threonine-protein phosphatase 5 (Homo sapiens), P53041; purified PP5c, OMFP substrate fluorescence; actives 0.18% (n = 320,000); inhibition, % at 6.7 µM; AID 1987, 2009;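 active means inhibition above the campaign's mean inhibition across all tested compounds plus 3 SD, cut at about 9.5% in these data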;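 further: 0% = DMSO only and 100% = 100 µM cantharidin control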
TPT1 inh = Candida albicans TPT1 enzyme inhibitors, primary screen, biochemical, fluorescence polarization; tRNA 2'-phosphotransferase TPT1 (Candida albicans SC5314); recombinant caTPT1, FP RNA substrate dephosphorylation; inhibition, % at 5 µM; actives 0.81% (n = 300,000);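 active means inhibition above the mean of all tested compounds plus 3 SD, set per screening campaign, cut at about 24% in these data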;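 further: plate controls were DMSO alone for no effect and ferristatin control at 100 nM for full effect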
procasp3 activ = activators of human procaspase-3 D3A mutant, primary screen, biochemical, absorbance, PC-3 D3A mutant, single concentration. Caspase-3 (Homo sapiens), P42574. recombinant procaspase-3 D3A, Ac-DEVD-pNA absorbance 405 nm. activation, % at 8.5 µM. actives 0.11% (n = 330,000);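 active means activation above the mean of all tested compounds plus 3 SD, cut at about 21% in these data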;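 further: 0% = DMSO alone and 100% = DMSO wells spiked with extra 5 µM PC-3 D3A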
Target sequence (P42574 whole entry D9A/D28A/D175A): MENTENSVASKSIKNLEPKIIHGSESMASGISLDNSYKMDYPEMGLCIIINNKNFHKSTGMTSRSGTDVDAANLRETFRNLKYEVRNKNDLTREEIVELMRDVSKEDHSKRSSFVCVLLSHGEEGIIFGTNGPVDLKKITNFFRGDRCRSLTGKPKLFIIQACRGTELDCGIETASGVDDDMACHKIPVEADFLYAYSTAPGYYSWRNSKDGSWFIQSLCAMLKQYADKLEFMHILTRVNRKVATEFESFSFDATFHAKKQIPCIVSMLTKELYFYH
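Assay system – Procaspase-3 D3A mutant, all three cleavage aspartates alanine · Controls – DMSO-only low control, 5 µM PC-3 D3A high control · Schedule – 1 h compound preincubation, 2 h substrate hydrolysis at 25 °C · Signal – 405 nm absorbance of p-nitroaniline, reads at 0 and 120 min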
PAFAH2 inh = PAFAH2 enzyme inhibitors, primary screen, biochemical, fluorescence polarization, human. recombinant PAFAH2, FP-rhodamine activity probe. actives 0.99% (n = 340,000). Platelet-activating factor acetylhydrolase 2, cytoplasmic (Homo sapiens), Q99487. inhibition, % at 3.39 µM;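 active means inhibition above the mean over all tested compounds plus 3 SD, cut at about 30% in these data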;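 further: inhibitors block probe labeling of enzyme so polarization drops; 0% = enzyme with DMSO and 100% = wells lacking PAFAH2 protein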
AHR activator = AHR activators, primary screen, cell-based, luminescence, luciferase reporter, human; actives 2.5% (n = 320,000); AID 2796, 2010; AHR-responsive luciferase reporter cells; activation, % at 5 µM; Aryl hydrocarbon receptor (Homo sapiens), P35869; in the data active means activation above about 47%;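 further: 0% = vehicle wells and 100% = reference agonist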
Fh CTSL1 inh = Fasciola hepatica cathepsin L1 inhibitors, primary screen, counter-screen for PFM18AAP inhibitor project, biochemical, QFRET, fluorogenic peptide substrate; recombinant F. hepatica cathepsin L1, Z-Leu-Arg-MCA fluorescence; actives 0.49% (n = 300,000); AID 1906, 2009; inhibition, % at 5.96 µM;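 active means inhibition above the mean of all tested compounds plus 3 SD, set per screening campaign, cut at about 17% in these data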;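 further: 0% = plate median of test compound wells and 100% = 1 µM Z-Phe-Ala-diazomethylketone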
An asterisk follows results filed as active; / = no result given.

Under each structure – procasp7 counter | HCV core dimer | PP1 counter | PP5 primary | TPT1 inh | procasp3 activ | PAFAH2 inh | AHR activator | Fh CTSL1 inh
CCOC(=O)C1=C(C)S/C(=C\N(C)C)C1=O
 : 1.7 | 6.1 | -4.2 | -0.4 | -3.6 | 3.8 | -2.4 | -4.1 | -0.4
CC(C)CN(C(=O)COC(=O)c1ccc([N+](=O)[O-])s1)c1c(N)n(Cc2ccccc2)c(=O)[nH]c1=O
 : 5.4 | -0.9 | -5.9 | -0.7 | -1.0 | -11.0 | 23.8 | -0.6 | 2.9
CC(C)c1ccc(NC(=O)C2CC(=O)N=C(N)S2)cc1 (stereo not drawn)
 : -2.4 | -3.6 | 2.0 | -0.7 | -1.8 | -4.3 | 1.0 | 12.8 | -0.2
O=C(CSc1ccc2nnc(-c3ccncc3)n2n1)Nc1ccc2c(c1)OCO2
 : 4.0 | 5.1 | -0.7 | 0.9 | 2.0 | -0.6 | 0.4 | 32.7 | -1.9
NC(=O)C1CCN(C(=O)c2cn(-c3ccccc3)nc2-c2cccnc2)CC1
 : -3.6 | -3.0 | -2.1 | -1.1 | -0.3 | -3.8 | 1.6 | 3.8 | 1.4
O=P(OC1CCS(=O)(=O)C1)(c1ccccc1)c1ccccc1 (stereo not drawn)
 : -4.2 | -10.0 | 0.3 | -1.6 | 2.1 | 9.7 | 6.1 | 3.4 | -1.5
CCOC(=O)C1(CCOc2ccccc2)CCN(Cc2ccc(O)cc2)CC1
 : 0.4 | -7.0 | 5.8 | -0.4 | -0.1 | 6.0 | -11.3 | -0.6 | -4.4
Cc1ccc(S(=O)(=O)Nc2ccccc2CNc2c(C)n(C)n(-c3ccccc3)c2=O)cc1
 : 0.2 | 6.0 | -3.3 | 4.3 | -5.1 | -1.7 | 5.2 | -1.4 | -3.8
CC(CC(=O)Nc1cccc(F)c1)S(=O)(=O)c1ccc2c(c1)NC(=O)CO2 (stereo not drawn)
 : 1.6 | 4.0 | -0.3 | 2.8 | 2.8 | 11.1 | -2.5 | 1.4 | -1.6
COc1cc(NC(=O)[C@@H](NC(=O)c2ccco2)C(C)C)c(OC)cc1NC(=O)c1ccccc1
 : 5.5 | 1.5 | 0.8 | 3.0 | -1.3 | -0.9 | 0.0 | 10.6 | 1.9
CN(C)CCCNC(=S)NCCNc1nc2cc3c(cc2cc1C#N)OCO3
 : -1.0 | -2.8 | -2.0 | -0.9 | -2.2 | -3.5 | 5.5 | 20.2 | 2.2
Cc1ccc(C(=O)/C=C/c2ccccc2)o1
 : 6.1 | 2.2 | 0.8 | -0.1 | 1.5 | -1.3 | 8.3 | -8.6 | 6.0
CCN1CCCCC(=N/O)/C(=N/O)CCCC1
 : 2.0 | -1.9 | -1.4 | -2.0 | -0.6 | 10.2 | 0.2 | -1.4 | -3.7
CCOC(=O)c1csc(NC(=O)c2ccc3c(c2)OCCO3)n1
 : -11.3 | 6.7 | 2.3 | 1.1 | 0.6 | 5.6 | -2.3 | -8.1 | 2.3
O=C(OCC(=O)c1cccs1)C1=COCCO1
 : 11.3 | 0.0 | 0.2 | 0.1 | -1.4 | 5.1 | 17.6 | -1.9 | -18.6
CN(C)CCCNCCCNC(=O)c1ccncc1
 : 15.1 | -4.4 | 0.0 | 3.0 | -4.4 | 0.6 | 2.2 | -0.3 | -1.8
N#CC1(NC(=O)CN2C(=O)NC(Cc3c[nH]c4ccccc34)C2=O)CCCCC1 (stereo not drawn)
 : 13.7 | / | / | / | / | 10.5 | 4.1 | -1.2 | /
NC(=O)c1cccn1Cc1cccc(Cl)c1
 : -3.9 | -1.7 | -3.0 | 3.8 | -1.4 | 2.4 | -0.2 | -4.3 | 0.6
CCn1c(C)c(C)c2cc(C(=O)N3CCCC3)ccc21
 : 3.0 | 2.5 | 0.2 | 2.6 | 0.1 | 10.3 | -19.2 | 2.6 | -2.0
O=C(NNc1ccc(Cl)nn1)c1ccc(Cl)cc1
 : 2.0 | -2.1 | 0.0 | -1.0 | -1.1 | 1.7 | 0.9 | 0.2 | 1.9
Cn1c(SCC(=O)c2c(N)n(C)c(=O)n(C)c2=O)nnc1-c1ccccc1F
 : 8.2 | -0.9 | -1.9 | -0.9 | 2.2 | 6.3 | -1.6 | -1.1 | -0.1
C=CCOCCN1C(=O)C2C(c3ccccc3)C=CC(c3ccccc3)C2C1=O (stereo not drawn)
 : -4.3 | 22.1 | 0.8 | 0.5 | -1.2 | -5.2 | 8.9 | 2.2 | 5.8
CCN(CC(=O)NCc1ccncc1)S(=O)(=O)c1cc(Cl)ccc1Cl
 : -3.0 | -17.0 | 0.4 | 2.2 | -3.5 | 7.7 | -10.3 | 9.1 | 1.4
c1coc(C2OCC3(CO2)COC(c2ccco2)OC3)c1 (stereo not drawn)
 : 1.3 | 5.0 | -7.5 | -0.8 | 0.2 | -1.0 | 10.2 | -0.8 | 1.3
Brc1ccccc1C1CC(c2ccccc2)=Nc2ccccc2N1 (stereo not drawn)
 : 1.5 | 9.4 | -1.1 | 4.1 | 7.8 | -10.0 | -2.8 | 40.2 | -1.5
CC(C)CCn1c(-c2nonc2N)nc2ccccc21
 : -9.1 | -3.4 | 3.2 | 3.4 | 6.5 | 1.2 | 4.7 | 6.6 | 3.0
O=C(Nc1nc(=S)ss1)c1ccc(Cl)cc1Cl
 : -22.8 | 6.9 | -0.6 | 3.6 | -0.7 | -20.9 | -9.6 | 11.6 | 1.0
COc1ccccc1NC(=O)Cn1nnc(C(=O)NCc2cccs2)c1N
 : -1.8 | -17.4 | -5.4 | -4.3 | 0.4 | 1.7 | -7.8 | 38.0 | 2.6
COc1ccc(C2CC(=O)NC3=C2C(=O)CCC3)cc1Cl (stereo not drawn)
 : 6.0 | -4.0 | 0.5 | 2.6 | 1.1 | 6.3 | -5.5 | -1.6 | 2.6
COc1ccc(NC(=O)COC(=O)c2cccc(S(=O)(=O)N3CCCCC3)c2)c(OC)c1
 : 3.3 | / | -2.5 | -0.7 | / | 4.6 | 7.0 | 0.1 | /
CCOc1ccc(C2NC(=O)c3sc(=S)n(-c4ccccc4)c3N2)cc1 (stereo not drawn)
 : -7.8 | -4.6 | 2.0 | 2.0 | -3.3 | -0.9 | -4.4 | 20.3 | -0.6
COc1ccc(C(=O)O)cc1S(=O)(=O)NC(C)C12CC3CC(CC(C3)C1)C2 (stereo not drawn)
 : 4.6 | / | -0.4 | -1.8 | / | 4.5 | 18.5 | -0.8 | /
O=C(CCCC(=O)N(CC(=O)NC1CCCCC1)c1ccc(F)cc1)Nc1ccccn1
 : 5.2 | -1.4 | 2.2 | 1.9 | -2.4 | -6.8 | -5.7 | -0.8 | -3.5
COc1cccc(NC(C)=[N+](C)CCNS(=O)(=O)c2ccc(Cl)cc2)c1
 : -6.3 | -16.9 | -2.3 | 0.6 | -2.3 | 2.6 | -2.7 | 3.8 | 0.5
O=C(/C=C/c1ccccc1)NCCc1ccc2c(c1)OCCO2
 : 6.8 | 5.4 | -1.8 | -3.1 | -0.7 | 9.0 | 5.4 | -0.2 | 2.3
CCOC(=O)CCCNc1ccc([N+](=O)[O-])cc1[N+](=O)[O-]
 : -17.9 | -5.7 | -1.7 | 1.9 | 1.3 | -1.6 | -2.3 | 6.0 | 3.9
Cn1c(N)c(C(=O)COC(=O)CN2C(=O)c3ccccc3C2=O)c(=O)n(C)c1=O
 : 6.3 | 0.6 | 1.9 | 2.3 | -2.2 | 1.8 | 2.2 | 1.0 | -1.0
Cc1[nH]nc(SCC(=O)N2CCCCC2)c1[N+](=O)[O-]
 : -14.1 | -3.0 | -1.5 | 1.8 | -1.7 | -0.9 | -8.6 | 9.0 | 3.8
COc1cccc(N2CC(C(=O)Nc3nnc(SCc4ccccn4)s3)CC2=O)c1 (stereo not drawn)
 : 2.3 | 4.8 | -0.7 | 3.1 | 4.5 | 6.7 | -3.4 | 10.4 | 0.9
COc1nc(C)ccc1-c1noc(-c2ccco2)n1
 : 4.0 | 0.7 | 2.0 | 0.2 | 0.7 | 2.3 | 3.9 | -3.6 | 3.9
FC(F)(F)c1nnc2n1N=C(c1ccccc1)CS2
 : 6.5 | 3.2 | -1.9 | 0.9 | -3.5 | 5.0 | -2.1 | -0.9 | -1.0
COC(=O)c1cc2ccsc2n1Cc1nc(-c2cccc(Cl)c2)oc1C
 : -1.4 | -5.4 | -3.9 | -0.8 | -1.9 | 5.0 | -2.0 | 3.5 | -3.8
CCOC(=O)C1=C(N)OC(C)=C(C#N)C1c1ccco1 (stereo not drawn)
 : 1.8 | -10.4 | -2.2 | 1.6 | -6.2 | 13.8 | -3.8 | 0.1 | 0.1
NC(=O)CC(NC(=O)c1cccc(Br)c1)c1ccc(N2CCC(N3CCCC3)CC2)c([N+](=O)[O-])c1 (stereo not drawn)
 : -1.2 | 5.7 | 9.1 | 3.4 | 1.3 | 4.0 | -0.6 | 1.3 | -1.9
Cc1nn(-c2ccccc2)c2nc(C(Cl)(Cl)Cl)[nH]c(=O)c12
 : -1.6 | 7.4 | -2.1 | -3.0 | -4.0 | 6.8 | 2.3 | 2.4 | 0.1
CN(Cc1ccccc1)CC(O)COc1ccc(CNCc2cccnc2)cc1 (stereo not drawn)
 : -10.4 | 0.8 | -4.0 | 1.6 | 1.1 | -0.2 | -5.5 | 6.8 | -3.9

Among those listed so far, these contain two or more sulfur atoms:
Under each structure – procasp7 counter | HCV core dimer | PP1 counter | PP5 primary | TPT1 inh | procasp3 activ | PAFAH2 inh | AHR activator | Fh CTSL1 inh
O=C(Nc1nc(=S)ss1)c1ccc(Cl)cc1Cl
 : -22.8 | 6.9 | -0.6 | 3.6 | -0.7 | -20.9 | -9.6 | 11.6 | 1.0
CCOc1ccc(C2NC(=O)c3sc(=S)n(-c4ccccc4)c3N2)cc1 (stereo not drawn)
 : -7.8 | -4.6 | 2.0 | 2.0 | -3.3 | -0.9 | -4.4 | 20.3 | -0.6
COc1cccc(N2CC(C(=O)Nc3nnc(SCc4ccccn4)s3)CC2=O)c1 (stereo not drawn)
 : 2.3 | 4.8 | -0.7 | 3.1 | 4.5 | 6.7 | -3.4 | 10.4 | 0.9
